Compound activity deposited in PubChem by several laboratories.
GPR55 antagonists – GPR55 antagonists blocking LPI-driven arrestin recruitment, primary screen, imaging, U2OS, beta-arrestin-GFP, LPI agonist (AID 2013) | U2OS GPR55 beta-arrestin-GFP translocation imaging, LPI antagonism; higher % means a stronger effect | one-dose inhibition, % at 10 µM; IC50 in µM for titrated hits | 0.13% of 290,000 active;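 active = spots per cell inhibited over 60%, with over 100 cells counted and total cytoplasm intensity under 500,000; inconclusive = wells with under 100 cells, flagged as likely toxic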;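 note: U2OS cells stably carrying GPR55 and arrestin-GFP stimulated by 5 µM LPI near EC80; imaged beta-arrestin-GFP aggregate spots per cell after agonist stimulation; plate controls were LPI-stimulated DMSO wells for no effect and DMSO wells without LPI for full effect; some results filed as inactive read as strong as hits; confirmed hits need IC50 under 10 µM and bright autofluorescent wells are also inconclusive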
GPR55 beta-arrestin – GPR55 agonists via beta-arrestin recruitment, primary screen, imaging, U2OS cells, beta-arrestin-GFP redistribution (AID 1961). G-protein coupled receptor 55 (Homo sapiens). U2OS GPR55 beta-arrestin-GFP redistribution imaging; higher % means a stronger effect. activation, % at 10 µM; hits with a dose series show EC50 in µM. 0.048% of 290,000 active;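 active = activation above 40% with more than 50 cells counted in the well; inconclusive = wells holding fewer than 50 cells, flagged as toxic or sparse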;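 note: U2OS osteosarcoma cells stably expressing GPR55 and beta-arrestin-GFP; plate controls were DMSO negative control for no effect and LPI positive control for full effect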
KOR beta-arrestin-1 – KOR agonists, beta-arrestin recruitment, primary screen, cell-based, luminescence, uHTS (AID 1777). 0.02% of 280,000 active. one-dose activation, % at 10 µM; EC50 in µM for titrated hits. KOR beta-arrestin recruitment, luminescence; higher % means a stronger effect. Kappa-type opioid receptor (Homo sapiens); in the data active = activation above about 50%, passing the limit was not always enough; note: a part of the inactive calls stands beside numbers as strong as those of hits
NOD1 NF-kB reporter – NOD1 signaling inhibitors, primary screen, cell-based, luminescence, uHTS (AID 1578); NOD1-driven NF-kB luciferase reporter cells, luminescence; higher % means a stronger effect; inhibition, % at 4 µM; hits with a dose series show EC50 in µM; 1% of 290,000 active; in the data active = inhibition mostly above about 36%, no sharp cut-off; inactive = mostly below about 34%;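 note: HEK-293T reporter cells stimulated with the NOD1 agonist gamma-tri-DAP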
KOR beta-arrestin-2 – KOR antagonists, beta-arrestin recruitment, cell-based, luminescence, uHTS (AID 1778). Kappa-type opioid receptor (Homo sapiens). KOR beta-arrestin recruitment, luminescence, antagonist mode; higher % means a stronger effect. one-dose inhibition, % at 10 µM; IC50 in µM for titrated hits. 0.091% of 290,000 active; note: strong numbers were not always called active
HEK293 NOD2/NF-kB – NOD2 signaling inhibitors, cell-based, luminescence, uHTS, HEK293 (AID 1566). HEK293 NOD2/NF-kB luciferase reporter, luminescence; higher % means a stronger effect. inhibition, % at 4 µM; hits with a dose series show EC50 in µM. 0.63% of 290,000 active; note: many of its hits are not listed in these tables
HIV peptide binding – inhibitors of HIV fusion peptide binding, primary screen, biochemical, uHTS, fluorescence dequenching (AID 1986) | 0.3% of 290,000 active | inhibition, % at 20 µM, or IC50 in µM where a hit was titrated | cell-free peptide binding, fluorescence dequenching, 30 min; higher % means a stronger effect; in the data active = inhibition mostly above about 52%, no sharp cut-off; inactive = mostly below about 76%; note: some results filed as inactive read as strong as hits
Myeloid diff 2 – induction of myeloid progenitor differentiation, primary screen, cell-based, flow cytometry, MLPCN library. ER-HoxA9 myeloid progenitors, lysozyme-GFP differentiation. AID 624256, 2012. calls only at 10 µM. 1% of 360,000 active;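 active = normalized GFP-positive differentiation at or above the plate's own cutoff, the solvent-only control mean plus 3 SD; inconclusive = no clear call, values can overlap the other calls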;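 note: cells exposed to compound for four days before flow analysis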
GPR35 antagonists – GPR35 antagonists blocking zaprinast-driven arrestin recruitment, primary screen, imaging, U2OS, beta-arrestin-GFP, zaprinast agonist (AID 2058); inhibition, % at 10 µM, or IC50 in µM where a hit was titrated; G-protein coupled receptor 35 (Homo sapiens); U2OS GPR35 beta-arrestin-GFP translocation imaging, zaprinast antagonism; higher % means a stronger effect; 0.052% of 290,000 active;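 active = inhibition of at least 50% with at least 30 cells and total cytoplasm GFP at most 10,000,000; inconclusive = under 30 cells or total GFP of 10,000,000 plus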
Myeloid diff 2 GFP+ MAC1+ % – also measured in Myeloid diff 2; calls as there; GFP+ MAC1+ double positive, %; measured here: differentiation confirmed by MAC1 staining
Active calls of the source: *; i = inactive; ? = inconclusive; nt = not tested or not shown; & = joins results of further samples; [ ] = another dose, or the depositor's remark. Cut-off read from the data, not from the text of the source, unless noted: active = inhibition above about 50%; inactive = the rest. This is a subset; the hit share may differ from the screen's.

SMILES	GPR55 antagonists	GPR55 beta-arrestin	KOR beta-arrestin-1	NOD1 NF-kB reporter	KOR beta-arrestin-2	HEK293 NOD2/NF-kB	HIV peptide binding	Myeloid diff 2	Myeloid diff 2 GFP+ MAC1+ %	GPR35 antagonists
COc1ccc(CC(=O)N/N=C(\C)c2cccs2)cc1OC	-18%	-0.1%	5.5%	-21%	-12%	30%	-0.6%	i	0.7	-13%
COc1cc(N=c2ssnc2Cl)c(OC)cc1Cl	12%	-0.1%	-4.6%	-1%	-5%	12%	-1.7%	i	1.9&1.5	5%
CC(C)OCCCNC(=O)CCCC(=O)Nc1ccc(OCCc2ccccc2)cc1	-10%	0.2%	1.5%	18%	-27%[20 µM]	14%	-0.7%	i	0.6	4%
CC1(C)CC(=O)C(C2(O)C(=O)N(Cc3ccccc3)c3ccccc32)CO1 (stereo unspecified)	-4%	-0.1%	nt	-24%	-16%	13%	1.0%	i	1.8	-9%
COc1ccc(C)cc1NC(=O)C(Sc1nnc(Nc2cc(C)ccc2OC)s1)c1ccccc1 (stereo unspecified)	4%	-0.3%	16%	-13%	-6%	-15%	0.3%	i	0.7	4%
CCOC(=O)C1CCN(C(=O)CN2C(=O)c3cccnc3Oc3ccc(C)cc32)CC1	3%	-0.2%	1.2%	-36%	-14%	3%	0.1%	i	0.2	-13%
CC(C)c1nnc(NC(=O)c2cc3cc(Br)ccc3oc2=O)s1	0%	-1.1%	-2.0%	-3%	26%	-7%	-0.7%	i	1.2	2%
O=C(O/N=C1\CCS(=O)(=O)c2sccc21)C1CC1	1%	-0.1%	-5.3%	-8%	-3%[20 µM]	-8%	1.2%	i	0.5	21%
O=C(O)c1ccc(-n2nncc2-c2ccccc2)cc1	9%	0.2%	-1.1%	-41%	-20%	-7%	-1.3%	i	1.7	14%
CCOC(=O)c1cccc(NC(=S)N2CCN(c3ncc4c(=O)c(C(=O)O)cn(CC)c4n3)CC2)c1	-2%	-0.5%	-3.0%	-41%	-23%	13%	0.7%	i	0.1	-4%
COc1cc(OC)cc(C(=O)NC(C(=O)NCCN(C)C)C23CC4CC(CC(C4)C2)C3)c1 (stereo unspecified)	0%	0.3%	11%	-31%	-7%	-6%	-2.8%	i	0.4	4%
CC(C)OCC(O)CN1CCN(CCN2C(=O)c3cccc4cccc(c34)C2=O)CC1 (stereo unspecified)	13%	-0.1%	-3.1%	6%	-47%	7%	2.7%	i	3.1	5%
COc1ccccc1CCNC(=O)C(=O)NCC1OCCN1S(=O)(=O)c1ccc(Cl)cc1 (stereo unspecified)	-12%	0.0%	-6.0%	-17%	-12%[20 µM]	13%	-1.3%	i	0.6	0%
Cc1ccc2nc(N3CCN(C(=O)c4ccc(F)cc4)CC3)c(C#N)cc2c1	-2%	0.9%	0.2%	-8%	-79%[20 µM]	16%	-0.4%	i	0.8	-8%
Cc1nn(Cc2ccc(Cl)cc2)c(C)c1NC(=O)C1CC=CCC1C(=O)O (stereo unspecified)	-18%	1.1%	5.5%	28%	-57%	7%	-0.6%	i	0.7	-4%
Fc1ccc(-c2cc(C(F)(F)F)nc(-n3cc(Cl)cn3)n2)cc1	8%	0.5%	1.0%	10%	20%	5%	3.2%	i	0.3	-4%
O=C(Nc1ccc(CN2CCCCC2)cc1)Nc1ccccc1Cl	22%	-0.1%	2.0%	-52%	-13%	-14%	-1.1%	i	0.1	8%
COc1ccccc1N1CCN(C(=O)CCNS(=O)(=O)c2cc(Br)cnc2N)CC1	-5%	-0.1%	-5.8%	14%	13%	21%	-1.6%	?	nt	4%
CN1C(=O)c2ccccc2Sc2ccc(C(=O)O)cc21	4%	-0.1%	-0.4%	-9%	-10%	-3%	16%	i	0.4	2%
O=C(Nc1nc2ccccc2[nH]1)c1cccc(F)c1	0%	0.6%	-5.9%	31%	-11%	-94%	-3.8%	i	0.8	11%
CC1(C)CC(=O)C=C(Nc2ccc(OCC(F)(F)C(F)F)cc2)C1	1%	0.3%	-4.8%	-16%	21%	10%	-0.3%	i	2.8	10%
CCn1c(SCc2ccc(C(=O)Nc3nccs3)cc2)nnc1-c1ccc(NC(C)=O)cc1	6%	0.5%	3.9%	-3%	-12%	-36%	0.9%	i	0.8	-2%
CCOC(=O)C(=CNNc1ccccc1)C(=O)OCC	-11%	-0.2%	5.4%	3%	1%	17%	-1.4%	i	0.3	12%
COC(=O)c1cccc(NC(=O)c2onc3c2CCCC3)c1	2%	-0.3%	9.2%	-13%	28%	15%	-0.3%	i	0.5	21%

Taken from above:
Cc1nn(Cc2ccc(Cl)cc2)c(C)c1NC(=O)C1CC=CCC1C(=O)O (stereo unspecified) @ KOR beta-arrestin-2: -57%
CCn1c(SCc2ccc(C(=O)Nc3nccs3)cc2)nnc1-c1ccc(NC(C)=O)cc1 @ KOR beta-arrestin-2: -12%
CN1C(=O)c2ccccc2Sc2ccc(C(=O)O)cc21 @ KOR beta-arrestin-1: -0.4%

The listing continues:
SMILES	GPR55 antagonists	GPR55 beta-arrestin	KOR beta-arrestin-1	NOD1 NF-kB reporter	KOR beta-arrestin-2	HEK293 NOD2/NF-kB	HIV peptide binding	Myeloid diff 2	Myeloid diff 2 GFP+ MAC1+ %	GPR35 antagonists
Cc1cc(NC(=O)/C=C/c2ccc(Cl)cc2)no1	6%	-0.3%	-3.2%	-41%	-9%	-82%	-2.3%	i	0.0	10%
CN(C)c1ccncc1C(=O)Nc1ccc(F)cc1F	5%	0.4%	2.6%	12%	-17%	-16%	-2.4%	i	0.4	6%
NC(=O)C1CCN(C(=O)Cc2ccc(-c3ccccc3)cc2)CC1	10%	-0.1%	0.6%	-25%	-20%	0%	-1.6%	i	0.5	2%
Cc1cccc(N2CCN(C(=O)c3ccc4nc[nH]c4c3)CC2)c1C	4%	0.6%	3.5%	24%	10%	-13%	-2.5%	i	0.2	10%
C/C=C/c1ccc(OCCOc2cc(C=O)ccc2OC)c(OC)c1	14%	-0.2%	3.0%	-72%	19%	-43%	1.7%	i	0.3	0%
CCn1c(SCC(=O)N/N=C/C=C/c2ccccc2[N+](=O)[O-])nnc1-c1ccc(Cl)cc1	-4%	-0.1%	9.6%	-3%	-19%	-7%	-0.9%	nt	nt	-4%
CN(C)C(=O)COC(=O)c1ccccc1Nc1ccc(SC(F)F)cc1	-14%	-0.1%	-2.8%	-5%	-41%	-78%	-1.0%	i	1.0	-19%
O=C1CSC(=S)N1/N=C/c1cc(Br)c(O)c(Br)c1	8%	-0.2%	3.7%	46%	-37%	-32%	194%	i	7.3	2%
COc1ccccc1CNC(=O)Cn1c(=O)oc2cc(Cl)ccc21	-2%	0.0%	3.3%	-3%	36%	16%	-0.9%	i	0.9	1%
COC(=O)C1=C(C)Nc2nnnn2C1c1cc(OC)ccc1OC (stereo unspecified)	6%	-0.2%	-3.3%	-7%	-25%	-14%	16%	i	1.7	13%
CC1CC(=O)N(CC(=O)Nc2ccc3c(c2)OCO3)c2ccccc2S1 (stereo unspecified)	2%	-0.1%	2.8%	-31%	11%	-18%	-3.4%	i	11	2%
CNC(=S)N/N=C1\C(=O)c2cccc3cccc1c23	-6%	-0.1%	2.6%	98%*	8%	-130%	1.9%	i	0.3	7%

The list goes on (three carried over from the part before).
SMILES	GPR55 antagonists	GPR55 beta-arrestin	KOR beta-arrestin-1	NOD1 NF-kB reporter	KOR beta-arrestin-2	HEK293 NOD2/NF-kB	HIV peptide binding	Myeloid diff 2	Myeloid diff 2 GFP+ MAC1+ %	GPR35 antagonists
COC(=O)C1=C(C)Nc2nnnn2C1c1cc(OC)ccc1OC (stereo unspecified)	6%	-0.2%	-3.3%	-7%	-25%	-14%	16%	i	1.7	13%
CC1CC(=O)N(CC(=O)Nc2ccc3c(c2)OCO3)c2ccccc2S1 (stereo unspecified)	2%	-0.1%	2.8%	-31%	11%	-18%	-3.4%	i	11	2%
CNC(=S)N/N=C1\C(=O)c2cccc3cccc1c23	-6%	-0.1%	2.6%	98%*	8%	-130%	1.9%	i	0.3	7%
CC(=O)Nc1ccc(NC(=O)C2(C)CC2(Cl)Cl)cc1 (stereo unspecified)	-7%	0.0%	-0.3%	-29%	8%	6%	-0.6%	i	0.9	-7%
COc1cccc(CN2CCNC(=O)C2CC(=O)NCc2cc(C(C)C)no2)c1 (stereo unspecified)	-1%	0.2%	-6.8%	-32%	-16%	13%	1.8%	i	0.0	57%
COc1ccccc1N1CCN(CC(O)COc2ccc3c(C)cc(=O)oc3c2)CC1 (stereo unspecified)	-2%	0.2%	-7.3%	-6%	-17%	14%	-1.8%	i	0.5	-2%
CC(=O)Nc1ccc(C(=O)c2ccccc2)cc1	-10%	-0.2%	-6.6%	-1%	0%	2%	-1.0%	i	1.2	2%
Cc1noc(NS(=O)(=O)c2ccc(NC(=O)CSc3nnc(-c4ccccc4)n3C3CCCCC3)cc2)c1C	3%	0.2%	-1.2%	9%	-12%	3%	4.3%	i	1.0	2%
CC(C)N1C(=O)CCC1C(=O)NCCc1ccccc1 (stereo unspecified)	1%	-0.1%	-1.1%	4%	-4%	20%	3.7%	i	0.7	6%
COC(=O)c1ccc(N=Cc2c(C(F)(F)F)[nH]n(C)c2=O)cc1	0%	-0.2%	3.9%	-24%	-37%	-13%	-0.5%	i	0.1	3%
CC1CCCN(C(=O)C2CC(=O)N(c3ccc(Cl)cc3)C2)C1 (stereo unspecified)	1%	0.7%	-2.1%	-4%	-14%	-2%	-0.9%	i	0.4	18%
Cc1nnsc1-c1c(C(=O)O)c(C)nn1-c1ccc(OC(F)(F)F)cc1	-12%	-0.2%	0.7%	-9%	-10%	-14%	-0.8%	i	0.5	7%
CCOc1ccc(NS(=O)(=O)c2ccc(NS(=O)(=O)c3ccccc3)cc2)cc1	14%	-0.1%	6.1%	-5%	-46%	1%	1.8%	i	11	9%
Cc1ccc(-n2cnnn2)c(S(=O)(=O)N2CCOCC2)c1	-3%	-0.1%	-0.6%	-31%	-26%	-12%	-0.1%	i	0.8	9%
Cc1ccccc1NC(=O)Nc1cc(-c2ccccc2)nn1C	0%	-0.2%	6.9%	-1%	30%	-10%	-1.5%	i	0.6	-14%
COc1ccc([N+](=O)[O-])cc1NC(=O)c1ccc(Br)s1	8%	-0.1%	-8.8%	-18%	-4%	27%	1.7%	i	0.3	-10%
CC(=Nc1ccccc1)C1=C(O)CSC1=O	-7%	-0.1%	9.0%	-13%	5%	11%	13%	i	1.9	-10%
